# KOR beta-arrestin-1 = KOR antagonists, beta-arrestin recruitment, cell-based, luminescence, uHTS (AID 1778); KOR beta-arrestin recruitment, luminescence, antagonist mode; higher % means a stronger effect; one-dose inhibition, % at 10 µM; IC50 in µM for titrated hits; 0.091% of 290,000 active; in the data active means inhibition above about 50%; further: strong numbers were not always called active
# KOR beta-arrestin-2 = KOR agonists, beta-arrestin recruitment, primary screen, cell-based, luminescence, uHTS (AID 1777) | KOR beta-arrestin recruitment, luminescence; higher % means a stronger effect | one-dose activation, % at 10 µM; EC50 in µM for titrated hits | 0.02% of 280,000 active; in the data active means activation above about 50%, passing the limit was not always enough; further: a part of the inactive calls stands beside numbers as strong as those of hits
# PhoP inhibition = PhoP-dependent GFP reporter repression – Salmonella Typhimurium, primary screen (AID 1863) | S. Typhimurium PhoP-regulated promoter GFP reporter, 4 h; higher % means a stronger effect | 0.16% of 300,000 active | inhibition, % at 50 µM, or IC50 in µM where a hit was titrated;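 active means inhibition over 29.93%, a cutoff 3 SD above the screen mean, later confirmed by dose response; inconclusive means inhibition over 29.93% but no dose response follow-up; inactive means inhibition at most 29.93% or unconfirmed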;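 further: 0% = low Mg2+ inducing control and 100% = high Mg2+ repressing control; strong numbers were not always called active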
# GPR55 beta-arrestin = selective activators of receptor GPR55 – imaging, U2OS cells, beta-arrestin-GFP redistribution, primary screen (AID 1961) | U2OS GPR55 beta-arrestin-GFP redistribution imaging; higher % means a stronger effect | 0.048% of 290,000 active | one-dose activation, % at 10 µM; EC50 in µM for titrated hits;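 active means activation above 40% with more than 50 cells counted in the well; inconclusive means wells holding fewer than 50 cells, flagged as toxic or sparse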;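 further: U2OS osteosarcoma cells stably expressing GPR55 and beta-arrestin-GFP; plate controls were DMSO negative control for no effect and LPI positive control for full effect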
# West Nile virus CPE = inhibition of WNV-induced cytopathic effect – cell-based, CPE readout (AID 1621); West Nile virus-infected cells, CPE inhibition; higher % means a stronger effect; 0.02% of 290,000 active; CPE inhibition, % at 10 µM, or IC50 in µM where a hit was titrated; in the data active means a potency from the dose series; inconclusive means CPE inhibition mostly from about 3.7% at the one dose, without a potency; inactive means the rest, 99 in 100 with CPE inhibition below about 2.2%; further: strong numbers were not always called active
# NTR1 ag = NTR1-driven beta-arrestin-GFP spot formation – imaging, U2OS cells, high content, primary screen (AID 493036). agonist mode. activation, % at 20 µM. 0.17% of 330,000 active;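 active means activation at or above 40% of the spot to cytoplasm intensity ratio, with at least 20 cells analyzed; inconclusive means wells under 20 cells, flagged as cytotoxic or low count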;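 further: 0% = DMSO without peptide and 100% = 100 nM NTR1 peptide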
# Target sequence (P30989 whole entry, looked up): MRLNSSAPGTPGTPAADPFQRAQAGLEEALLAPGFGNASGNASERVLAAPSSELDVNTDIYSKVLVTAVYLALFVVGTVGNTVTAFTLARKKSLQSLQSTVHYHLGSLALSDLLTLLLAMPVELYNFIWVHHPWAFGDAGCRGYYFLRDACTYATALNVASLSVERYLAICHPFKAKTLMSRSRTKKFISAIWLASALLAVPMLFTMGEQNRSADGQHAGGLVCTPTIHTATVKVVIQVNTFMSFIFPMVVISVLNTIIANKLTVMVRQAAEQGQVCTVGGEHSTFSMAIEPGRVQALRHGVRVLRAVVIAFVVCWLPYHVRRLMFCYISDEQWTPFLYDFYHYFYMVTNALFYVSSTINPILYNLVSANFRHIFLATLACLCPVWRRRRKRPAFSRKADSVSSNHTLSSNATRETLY
# GPR55 antagonists = GPR55 antagonists blocking LPI-driven arrestin recruitment, primary screen, imaging, U2OS, beta-arrestin-GFP, LPI agonist (AID 2013); U2OS GPR55 beta-arrestin-GFP translocation imaging, LPI antagonism; higher % means a stronger effect; one-dose inhibition, % at 10 µM; IC50 in µM for titrated hits; 0.13% of 290,000 active;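 active means spots per cell inhibited over 60%, with over 100 cells counted and total cytoplasm intensity under 500,000; inconclusive means wells with under 100 cells, flagged as likely toxic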;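 further: U2OS cells stably carrying GPR55 and arrestin-GFP stimulated by 5 µM LPI near EC80; imaged beta-arrestin-GFP aggregate spots per cell after agonist stimulation; plate controls were LPI-stimulated DMSO wells for no effect and DMSO wells without LPI for full effect; some results filed as inactive read as strong as hits; confirmed hits need IC50 under 10 µM and bright autofluorescent wells are also inconclusive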
# T cell HTS = T cell immune modulation candidate. 2C CD8+ T cell-vesicle binding, flow cytometry; stronger effect = lower value. calls only at 7 µM. 0.068% of 330,000 active;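 active means response, share of CD8 T cells binding vesicles, and their 90th percentile fluorescence all below set limits, cut at about 80% in these data, passing the limit was not always enough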
#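 material = purified 2C TCR transgenic mouse naive CD8+ T cells | controls = Unloaded micro-vesicles (low), QL9 vesicles with 0.7% DMSO (high) | detection = cytometric PE anti-B7-1 and Alexa647 anti-CD8 signals after 1% paraformaldehyde fixation | incubation = binding step 1.5 h, 37 °C, antibody labelling 20 min, ice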
# GPR35 antagonists = GPR35 antagonists blocking zaprinast-driven arrestin recruitment, primary screen, imaging, U2OS, beta-arrestin-GFP, zaprinast agonist (AID 2058); U2OS GPR35 beta-arrestin-GFP translocation imaging, zaprinast antagonism; higher % means a stronger effect; inhibition, % at 10 µM, or IC50 in µM where a hit was titrated; 0.052% of 290,000 active;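 active means inhibition of at least 50% with at least 30 cells and total cytoplasm GFP at most 10,000,000; inconclusive means under 30 cells or total GFP of 10,000,000 plus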
# T cell HTS vesicle-bound % = also measured in T cell HTS; calls as there; double positive events, %; measured here: CD8+ vesicle-bound cell fraction;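 binding gate set so that unloaded-vesicle control wells show 10% double positive cells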
# NTR1 ag cell count 20 µM = second read-out of NTR1 ag, no call of its own (marks repeat the call); cell count; measured here: cell count, cytotoxicity flag
# Active calls of the source: *; i = inactive; ? = inconclusive; / = no result given; [ ] = remark or other dose. An unsorted share of the library. About 0.62% of those tested had a hit in this group.
smiles,KOR beta-arrestin-1,KOR beta-arrestin-2,PhoP inhibition,GPR55 beta-arrestin,West Nile virus CPE,NTR1 ag,NTR1 ag cell count 20 µM,GPR55 antagonists,T cell HTS,T cell HTS vesicle-bound %,GPR35 antagonists
O=C(CSc1nnc(-c2ccncc2)n1Cc1ccccc1)NC1CCCCC1,10%,2.6%,-2%,-1.9%,-0.1%,0.4,66,4%,i,27,4%
Cc1ccc(C(NC(=O)NCCCN2CCOCC2)=C(Cl)Cl)cc1F,-25%,4.0%,3%,0.0%,0.2%,-3.1,95,-6%,i,30,4%
COc1ccc(S(=O)(=O)Nc2ccccc2SC)cc1C,-32%,-1.2%,-4%,-0.2%,-0.2%,-1.8,88,4%,i,15,-5%
COc1ccc2c(c1OC)C(=O)OC2Nc1ccccc1S(=O)(=O)C(F)F (centres undefined),-1%,14%,3%,-0.1%,-0.2%,-1.3,44,-9%,i,12,13%
O=C(C#Cc1ccccc1)c1cccc([N+](=O)[O-])c1,-10%,-6.1%,-3%,0.1%,0.4%,-0.1,50,3%,i,15,-15%
CC(C)NC(=O)CSc1nnc(-c2ccco2)n1N,-11%,-4.1%,1%,-0.2%,1.1%,-1.5,82,8%,i,36,-14%
CC(=O)NC(CCS(C)(=O)=O)C(=O)Nc1nc(C)cs1 (centres undefined),1%,13%,3%,-0.3%,0.7%,-0.3,44,3%,i,30,-9%
O=C(Nc1ccc(NC(=O)C23CC4CC(CC(C4)C2)C3)cn1)c1ccco1,3%,1.5%,35%,-0.2%,-0.1%,1.9,54,-5%,i,24,7%
O=C(COc1ccc(Cl)cc1)NCc1nnc(SCC(=O)c2ccccc2)o1,-45%,1.1%,-9%,0.3%,-0.5%,0.9,59,1%,i,31,-11%
O=C(CNS(=O)(=O)c1ccc(Cl)cc1)NNC(=O)c1cccnc1,-17%,1.1%,-2%,-0.4%,0.1%,1.0,57,-5%,i,49,-13%

# Two entries picked at random from the list so far:
smiles,KOR beta-arrestin-1,KOR beta-arrestin-2,PhoP inhibition,GPR55 beta-arrestin,West Nile virus CPE,NTR1 ag,NTR1 ag cell count 20 µM,GPR55 antagonists,T cell HTS,T cell HTS vesicle-bound %,GPR35 antagonists
COc1ccc2c(c1OC)C(=O)OC2Nc1ccccc1S(=O)(=O)C(F)F (centres undefined),-1%,14%,3%,-0.1%,-0.2%,-1.3,44,-9%,i,12,13%
CC(=O)NC(CCS(C)(=O)=O)C(=O)Nc1nc(C)cs1 (centres undefined),1%,13%,3%,-0.3%,0.7%,-0.3,44,3%,i,30,-9%

# The listing continues:
smiles,KOR beta-arrestin-1,KOR beta-arrestin-2,PhoP inhibition,GPR55 beta-arrestin,West Nile virus CPE,NTR1 ag,NTR1 ag cell count 20 µM,GPR55 antagonists,T cell HTS,T cell HTS vesicle-bound %,GPR35 antagonists
CCC(=O)Nc1cc(C(=O)OCc2ccc(C(=O)Oc3ccccc3)cc2)ccc1C,-12%,2.6%,2%,0.6%,0.3%,0.3,38,9%,i,42,9%
Cc1ccccc1CNC(=O)C1CCCN(c2nnc(C)c3c(C)n(-c4ccccc4)nc23)C1 (centres undefined),-7%,12%,7%,-0.2%,2.2%,17,53,7%,i,50,2%
O=C(O)c1ccc(CNC(=O)c2ccc(C(F)(F)F)cc2)cc1,-17%,-2.3%,-10%,0.6%,1.2%,-0.4,30,9%,i,56,-19%
Cc1cccc(/C=C2\Oc3cc(OS(C)(=O)=O)ccc3C2=O)c1,16%,0.1%,2%,0.4%,-0.2%,5.6,62,10%,i,30,-1%
O=C1NCCCC1C(=O)Nc1ccccn1 (centres undefined),8%,0.4%,-2%,-0.2%,0.8%,-1.3,61,-17%,i,11,2%
CC(C)(C)NC(=O)c1ccc2nccnc2c1,-11%,-2.5%,14%,0.1%,-0.5%,1.4,76,8%,i,32,0%
CCCOc1ccc(/C(O)=C2/C(=O)C(=O)N(CCN(CC)CC)C2c2ccncc2)cc1 (centres undefined),30%,-0.8%,/,-0.1%,/,/,/,-15%,/,/,3%
O=C(NCCN1CCN(C(=O)c2c(F)cccc2F)CC1)C(=O)Nc1ccc(Cl)cc1,-10%,0.3%,-3%,0.2%,-0.7%,-0.4,48,14%,i,15,-3%
CN(CC(=O)Nc1cccc2ccccc12)C(=O)/C=C/c1cccs1,29%,-1.1%,-11%,0.7%,0.3%,0.3,57,4%,i,27,8%
Cc1ccc(-n2c(C)cc(/C=N/NC(=O)CN(c3ccc(C)cc3C)S(C)(=O)=O)c2C)cc1,19%,0.0%,6%,-0.1%,0.0%,5.0,58,7%,i,9,-13%

# Continuation:
smiles,KOR beta-arrestin-1,KOR beta-arrestin-2,PhoP inhibition,GPR55 beta-arrestin,West Nile virus CPE,NTR1 ag,NTR1 ag cell count 20 µM,GPR55 antagonists,T cell HTS,T cell HTS vesicle-bound %,GPR35 antagonists
Cn1cccc1CNC(=S)Nc1ccccc1Cl,28%,-4.7%,-7%,0.5%,0.2%,2.8,64,17%,i,32,10%
Cc1cc(NS(=O)(=O)c2ccc(NC(=O)c3ccccc3C)cc2)no1,-34%,1.9%,-6%,0.3%,0.2%,0.3,53,-2%,i,18,4%
Cc1ccc(NC2=NCC(=O)N2Cc2ccccc2)c(C)c1,-5%,-1.1%,5%,-0.4%,-0.1%,2.0,42,17%,i,32,3%
Cc1[nH]c(C)c(S(=O)(=O)N2CCc3ccccc32)c1C(=O)N1CCCCC1,-12%,0.3%,-6%,-0.1%,-1.4%,-0.6,67,-1%,i,19,-8%
COc1cc(S(=O)(=O)n2nc(C)cc2C)ccc1Cl,-10%[20 µM],-4.6%,2%,0.1%,-0.8%,3.8,64,11%,i,46,-6%
CC(=O)N1CCCN(C(=O)c2ccc3nc(Cc4cccc(Cl)c4)oc3c2)CC1,-21%,6.6%,-1%,0.0%,-0.7%,-0.5,71,-3%,i,54,12%
CC(=O)Nc1ccc2nc(-c3ccccc3)cn2c1,16%,8.5%,11%,-0.4%,-0.1%,-0.3,45,18%,i,53,1%
CC(=O)Nc1ccc(S(=O)(=O)N2CCC(C(=O)NCCc3ccc(Cl)cc3)CC2)cc1,-22%,-3.1%,12%,0.0%,0.2%,0.3,88,9%,i,53,0%
Cc1cccc(S(=O)(=O)c2c(C)cc(C)[nH]c2=O)c1,-8%,-6.0%,-4%,-0.1%,0.4%,-0.3,85,0%,i,65,5%
CCN(CC)CCNS(=O)(=O)c1ccc(OC)c(Br)c1,-22%,-2.2%,-10%,0.0%,-0.2%,-0.1,67,11%,i,43,-10%

# A few values from above.
# O=C1NCCCC1C(=O)Nc1ccccn1 (centres undefined) in KOR beta-arrestin-2: 0.4%
# CC(=O)NC(CCS(C)(=O)=O)C(=O)Nc1nc(C)cs1 (centres undefined) in NTR1 ag cell count 20 µM: 44

# Some of these compounds in order of their number in GPR35 antagonists, descending.
SMILES	KOR beta-arrestin-1	KOR beta-arrestin-2	PhoP inhibition	West Nile virus CPE	T cell HTS	T cell HTS vesicle-bound %	GPR35 antagonists
Cn1cccc1CNC(=S)Nc1ccccc1Cl	28%	-4.7%	-7%	0.2%	i	32	10%
Cc1cc(NS(=O)(=O)c2ccc(NC(=O)c3ccccc3C)cc2)no1	-34%	1.9%	-6%	0.2%	i	18	4%
COc1cc(S(=O)(=O)n2nc(C)cc2C)ccc1Cl	-10%[20 µM]	-4.6%	2%	-0.8%	i	46	-6%

# Next compounds:
canonical_smiles	KOR beta-arrestin-1	KOR beta-arrestin-2	PhoP inhibition	GPR55 beta-arrestin	West Nile virus CPE	NTR1 ag	NTR1 ag cell count 20 µM	GPR55 antagonists	T cell HTS	T cell HTS vesicle-bound %	GPR35 antagonists
COc1ccc(Cl)c(N2CCN(CCCNC(=O)Nc3ccc(C)cc3)CC2)c1	-16%	1.0%	13%	-0.1%	/	1.8	51	13%	i	48	12%
COc1ccc(NC(=O)c2ccc(S(=O)(=O)N3CCOCC3)o2)cc1	23%	-3.9%	-10%	0.6%	-0.3%	1.7	72	6%	i	45	10%
NNS(=O)(=O)c1ccc(Cc2ncc(C(F)(F)F)cc2Cl)s1	-23%	2.3%	-3%	-0.1%	0.0%	0.4	66	18%	i	11	2%
Cc1ccc(SC(C)c2nc(-c3ccncc3)no2)cc1 (centres undefined)	23%	-1.8%	-4%	-0.2%	-0.4%	1.2	47	-8%	i	13	-7%
O=C(CN1C(=O)CSc2ccccc21)NC1CCCC1	-3%	-0.8%	3%	0.0%	/	-0.8	45	2%	i	18	0%
Cc1ccccc1Nc1nc(-c2sc(NC(=O)c3cccc(Cl)c3)nc2C)cs1	-11%	-2.6%	33%	0.0%	-0.2%	-4.1	88	-13%	i	32	11%
CCOC(=O)C1=C(CNCc2ccc(C)cc2)NC(=O)NC1c1ccc(OC)cc1 (centres undefined)	-25%	1.3%	-6%	0.0%	-0.4%	1.8	68	11%	i	38	7%
COCCCn1c(C(=O)NCCN2CCOCC2)cc2c(=O)n3ccccc3nc21	8%	2.8%	-5%	0.0%	0.2%	1.0	70	-10%	i	58	1%
Cc1ccc(SCC(=O)O/N=C(\N)c2cccc([N+](=O)[O-])c2)cc1	40%	-2.0%	-4%	-0.1%	/	3.1	67	-9%	i	40	-1%
O=C(Nc1ccc(C(=O)Oc2ccccc2)c(O)c1)c1ccco1	-5%	8.5%	-8%	-0.1%	?	1.8	56	6%	i	21	3%
CCc1c(C)c2ccc(O)c(CN3CCCC3)c2oc1=O	-2%	-5.6%	-5%	0.0%	-1.4%	-0.9	85	12%	i	12	-1%
COc1ccc(C(=O)N(Cc2nc(-c3ccc(C)cc3)no2)C(C)C)cc1OC	0%	-5.8%	-7%	0.3%	-0.7%	-2.4	98	-1%	i	44	-16%
O=C(O)CCc1ccc(-c2cccs2)n1NC(=O)c1ccc(O)cc1	15%	-3.6%	8%	-0.2%	0.2%	-0.5	45	12%	i	6	-1%
O=C(CN(C(=O)CCC(=O)Nc1nccs1)c1ccccc1F)NCc1ccc2c(c1)OCO2	-49%	-0.6%	6%	0.1%	-0.2%	-1.1	53	4%	i	18	17%
